ABHD4 inh: inhibits mouse alpha/beta hydrolase domain 4. Q8VD66. purified mABHD4, FP-Rh probe fluorescence polarization. inhibition, % at 8.92 µM. 370,000 compounds, 0.54% hits. AID 720543;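 active means inhibition exceeding the mean over every tested compound plus 3 SD, cut at about 30% in these data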;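 further: 0% = plate median of compound wells and 100% = S159A mutant with DMSO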
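Assay system: mouse ABHD4 enzyme, wild type / Also added: fluorescent activity-based probe FP-Rh / Doses: single nominal dose of 8.92 µM, 0.89% DMSO final / Timing: 45 min compound pre-incubation plus 60 min probe step, 25 °C / Signal: FP readout, ex 525 nm / em 598 nm / Control set: S159A mutant/DMSO as 100%, compound-well median as 0%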
PRMT1 FP inh: blocks human protein arginine methyltransferase 1. recombinant PRMT1, activity-based probe fluorescence polarization. inhibition, % at 2.79 µM. 370,000 compounds, 1.3% hits. AID 652257;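 active means inhibition above about 21% made by adding two undisclosed values, limit read from the data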
HTRA1 inhibitor: inhibitors of human serine peptidase HTRA1 | inhibition, % at 5.96 µM | 340,000 compounds, 0.5% hits | Q92743 | AID 504803 | recombinant HTRA1, FP-rhodamine activity-based probe, fluorescence polarization; in the data active means inhibition above about 36%;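 further: 0% = enzyme with DMSO and 100% = wells lacking enzyme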
LEDGF integ inh: blocks HIV-1 LEDGF/p75-dependent DNA integration; TR-FRET IN-LEDGF/p75 DNA integration, Eu/Cy5; inhibition, % at 3.7 µM; 370,000 compounds, 0.64% hits; AID 743269;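 active means inhibition above the screen-wide mean plus 3 SD, cut at about 13% in these data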;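 further: signal is the Cy5 over europium emission ratio at 671 and 618 nm; 0% = plate median of compound wells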
rCAG RNA binder: binds r(CAG) RNA repeats; r(CAG) RNA repeat, TO-PRO-1 dye displacement fluorescence; inhibition, % at 3 µM; 370,000 compounds, 1.3% hits; AID 651821;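 active means inhibition above the plate cutoff, the mean of all test compounds on that plate plus 3 SD, cut at about 35% in these data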;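 further: 0% = DMSO alone and 100% = 100 µM mitoxantrone as full dye displacement; higher means more dye released from RNA so lower well fluorescence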
TCR-CD3 inh: blocks the human TCR-CD3 interaction; 360,000 compounds, 0.37% hits; inhibition, % at 9.4 µM; TAMRA-labeled TCR probe fluorescence, biochemical; AID 651800; in the data active means inhibition above about 19%;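 further: recombinant mutant TCR 2C K166C tagged with TAMRA read by polarization; 0% = receptor in buffer alone and 100% = receptor with positive control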
SIAE primary: inhibitors of human sialic acid acetylesterase SIAE | SIAE FP-Rh probe binding, fluorescence polarization | inhibition, % at 9.66 µM | 370,000 compounds, 0.69% hits | AID 1053197;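 active means inhibition above a cutoff: mean of compounds within the control limits plus 3 SD of those, cut at about 17% in these data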;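 further: 0% = plate median of compound wells and 100% = probe without SIAE protein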
NR1D1 modulator: modulators of human Rev-erb alpha DNA binding; Rev-erbα–FITC-DNA binding, fluorescence polarization, 90 min; activity, % at 10 µM; 370,000 compounds, 0.79% hits; AID 1259318;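 active means activity above about 14%, limit read from the data; passing the limit was not always enough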;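 further: 0% = DMSO wells with 35 nM protein and 100% = DMSO wells with 750 nM protein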
Target sequence (P20393 whole entry, looked up): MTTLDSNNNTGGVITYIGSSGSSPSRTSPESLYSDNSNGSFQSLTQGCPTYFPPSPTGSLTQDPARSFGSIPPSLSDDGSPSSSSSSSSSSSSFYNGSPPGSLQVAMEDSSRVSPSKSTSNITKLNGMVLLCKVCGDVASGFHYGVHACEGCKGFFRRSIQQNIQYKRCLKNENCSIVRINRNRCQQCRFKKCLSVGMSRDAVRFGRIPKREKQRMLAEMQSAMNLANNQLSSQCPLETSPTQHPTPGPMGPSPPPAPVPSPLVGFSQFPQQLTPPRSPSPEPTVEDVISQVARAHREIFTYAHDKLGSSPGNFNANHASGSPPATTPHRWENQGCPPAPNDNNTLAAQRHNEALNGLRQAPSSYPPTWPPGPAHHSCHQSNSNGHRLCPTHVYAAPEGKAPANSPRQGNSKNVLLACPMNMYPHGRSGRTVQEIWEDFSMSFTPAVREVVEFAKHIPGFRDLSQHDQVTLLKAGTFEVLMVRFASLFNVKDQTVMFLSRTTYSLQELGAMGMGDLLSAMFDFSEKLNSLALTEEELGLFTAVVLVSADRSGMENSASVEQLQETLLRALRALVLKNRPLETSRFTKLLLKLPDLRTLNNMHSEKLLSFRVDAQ
TDP2 inh: TDP2 (human) inhibition, absorbance primary screen | O95551 | recombinant TDP2, T5PNP hydrolysis, p-nitrophenol absorbance 415 nm | inhibition, % at 12.8 µM | 370,000 compounds, 0.34% hits;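 active means inhibition above the mean of all tested compounds plus 3 SD, set per campaign, cut at about 25% in these data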;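 further: 0% = DMSO with enzyme and 100% = buffer with substrate but no TDP2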
Target sequence (O95551 whole entry, looked up): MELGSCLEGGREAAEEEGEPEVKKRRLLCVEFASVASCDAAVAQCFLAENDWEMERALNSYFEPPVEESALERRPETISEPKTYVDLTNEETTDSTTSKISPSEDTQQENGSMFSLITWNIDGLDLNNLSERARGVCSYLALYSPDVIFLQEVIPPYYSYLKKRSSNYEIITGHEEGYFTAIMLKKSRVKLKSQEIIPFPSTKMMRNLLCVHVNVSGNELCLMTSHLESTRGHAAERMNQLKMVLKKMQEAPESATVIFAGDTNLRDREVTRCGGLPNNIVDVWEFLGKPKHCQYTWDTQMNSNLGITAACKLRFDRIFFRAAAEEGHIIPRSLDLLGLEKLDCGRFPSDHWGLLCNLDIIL
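Test system: human TDP2 enzyme; Input: 120 nM TDP2 per well; Buffer or medium: Mg2+-containing Tris-HCl buffer, pH 7.5; Reagent: 5 mM T5PNP; Dosing: 12.8 µM single point, 1% DMSO; Incubation: reaction 2 h, 37 °C; Detection: p-Nitrophenol epi absorbance; Read-out: % inhibition relative to enzyme-containing and enzyme-free wells; Replicates: single well per compound.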
PG9 binder: binds the HIV-1 gp120 antibody PG9; 360,000 compounds, 0.43% hits; TR-FRET gp120-PG9 antibody binding; inhibition, % at 6.7 µM; in the data active means inhibition above about 8.5%
An asterisk follows results filed as active; . = no result given. Only part of the results is shown (hit frequency here may not be typical).

SMILES	ABHD4 inh	PRMT1 FP inh	HTRA1 inhibitor	LEDGF integ inh	rCAG RNA binder	TCR-CD3 inh	SIAE primary	NR1D1 modulator	TDP2 inh	PG9 binder
COC(=O)c1nc2n(n1)C(c1ccc(OC)c(OC)c1OC)C1=C(CCCC1=O)N2 (stereo not given)	-1	-2	2	-2	0	-6	-3	-3	0	2.4
COc1cc(OC)cc(C(C)c2ccc(-c3ccccc3)cc2)c1 (stereo not given)	-6	3	.	-2	.	.	9	-2	1	.
Cc1c(N=C2C(=O)Nc3ccccc32)c(=O)n(-c2ccccc2)n1C	-2	7	1	3	2	6	8	4	-2	-1.1
CCc1cccc(NC(=O)Cn2ncn3c(cc4ccccc43)c2=O)c1	-4	-7	-43	-1	16	1	0	8	-12	-0.8
Cc1cc2nc(-c3nnnn3C3CCCCC3)c(=O)[nH]c2cc1C	-2	-3	.	5	4	0	-5	-5	0	-1.1
NNC(=O)c1ccc(N2CCc3ccccc32)c([N+](=O)[O-])c1	15	0	21	4	9	8	10	-3	4	-5.0
COc1cn(-c2ccccc2)nc1C(=O)NCc1ccc(C)cc1	-6	2	-22	0	-7	-2	2	-4	-3	0.3
CN=C1S/C(=C/c2cc(C)n(-c3cc(C)ccc3OC)c2C)C(=O)N1C	5	0	.	-1	.	.	2	2	10	.
Cc1cccc(OCC(=O)NCC(=O)N/N=C/c2cccnc2)c1	-5	-1	-1	-3	-3	0	3	-4	-4	-1.7
CC(c1ccccc1)n1cc(C(=O)NCc2ccncc2)nn1 (stereo not given)	6	-3	0	-2	-2	8	0	-1	1	-0.8
CC(=O)NCCc1ccc(C(=O)COC(=O)c2cccs2)cc1	-3	-8	8	3	0	7	0	6	-4	-0.1
CCC(=O)NNc1nc2c(C)cc(C)cc2s1	-4	-2	-2	4	0	-1	7	-3	-8	-2.3
COc1ccc(CC(=O)NC2CC(C)(C)NC(C)(C)C2)cc1OC	-2	-2	-2	3	2	3	5	-4	0	1.5
O=S(=O)(Oc1ccc(Cl)cc1)c1cccc2cccnc12	1	5	.	1	-4	-1	2	-2	3	0.1
CCOC(=O)C1CCN(C(=O)CSCCSCC(=O)N2CCC(C(=O)OCC)CC2)CC1	9	2	-2	1	-10	0	0	0	10	-0.2
Cn1cccc1/C=C(/C#N)c1ccc(F)cc1	-2	2	-3	-1	-2	1	12	3	5	0.3
CCOC(=O)c1c(C)nsc1NC(=O)C1(C)CCN1C(=O)CC (stereo not given)	-3	3	.	1	2	0	-1	-3	8	0.8
COC(=O)c1sccc1NC(=S)Nc1ccc(C)cc1	7	6	4	-4	-1	-6	-4	1	-7	-1.2
CC(C)CN1C(=O)CSCC1(C)C(=O)Nc1ccc2c(c1)OCCO2 (stereo not given)	0	0	.	-4	-1	10	6	4	-6	-0.6
Cc1nc(NC(=O)CN2CCC(O)(c3ccc(F)cc3)CC2)sc1C	3	2	-2	0	-3	8	1	5	10	-1.2
CC1(C)CC(=O)C2=C(C1)OC1=C(C(=O)CC(C)(C)C1)C2c1ccccc1Cl	-6	-3	2	4	10	2	4	-4	5	2.9
COCCNC(=O)COC(=O)/C=C/c1c(C)nn(Cc2ccc(Cl)cc2Cl)c1Cl	-6	2	-8	-1	-5	6	-3	0	5	1.6
CCOC(=O)c1nn(-c2ccccc2)c2nc(Nc3ccccc3)cc(=O)n12	-9	6	-22	3	12	-5	-1	-2	11	0.6
CS(=O)(=O)N(CC(=O)N1CCCCC1)Cc1ccc(Cl)cc1	-3	-2	0	-9	1	4	1	1	-5	-1.8
COc1ccc(CN2CC(COCc3ccccc3)Oc3ccccc3S2(=O)=O)cc1 (stereo not given)	-15	-3	-14	0	6	3	-5	5	-1	-1.8
Remaining list, next part.
SMILES	ABHD4 inh	PRMT1 FP inh	HTRA1 inhibitor	LEDGF integ inh	rCAG RNA binder	TCR-CD3 inh	SIAE primary	NR1D1 modulator	TDP2 inh	PG9 binder
O=S(=O)(N(Cc1ccccc1)[C@H](CO)Cc1ccccc1)N(Cc1ccccc1)[C@H](CO)Cc1ccccc1	-7	2	-11	0	8	2	-4	-6	-8	-1.6
O=C(Nn1c(-c2ccccc2)nc2ccccc2c1=O)c1cccs1	10	4	6	-2	-1	4	6	-8	6	0.9
COc1ccc(OCC(=O)Nc2ccccc2C(=O)N2CCCC2)cc1	-2	-3	2	2	-4	2	4	-6	6	1.4
O=C(Cc1cccs1)N/N=C\c1ccc([N+](=O)[O-])s1	4	3	7	-8	3	-8	0	-4	-11	-1.0
C=C(C)Cn1c(-c2cccs2)n[nH]c1=S	0	-3	1	-1	-1	-1	5	5	-1	-0.3
Cc1ccc2c(c1)c(-c1ccccc1)nc1nncn12	3	2	3	-1	0	3	7	10	3	-0.1
CC/C(O)=C(\C#N)c1nnc2n1CCCCC2	11	-4	4	-1	-1	-8	-3	-1	11	0.8
CN(C)c1cccc(CNC(=O)c2ccc3nc([C@H]4C[C@H](O)[C@@H](CO)O4)[nH]c3c2)c1	-8	16	.	-6	1	0	-3	-5	-2	-0.5
O=C1CCN(Cc2ccccc2)C(=S)N1	3	2	4	-1	-1	-2	7	-4	10	-0.5
O=c1c2ccccc2nc(SCCN2CCOCC2)n1CCc1ccccc1	-4	-1	-9	1	-4	1	4	-3	4	-1.3
COc1ccc(CNC(=O)COC(=O)CN2C(=O)C(C)Oc3ccc(C)cc32)cc1 (stereo not given)	1	3	6	-10	-5	-4	2	-3	-1	-0.3
CN(CC(=O)NCCC1=CCCCC1)S(=O)(=O)c1ccc2c(c1)c(=O)n(C)c(=O)n2C	1	-8	-2	5	3	2	4	-13	8	1.2
O=C(CSc1nc2ccccc2c(=O)[nH]1)c1cccs1	-2	4	-3	-3	4	5	-2	2	-5	2.2
CCN(CC)CC(=O)NN=C(c1ccccc1)c1ccccc1	-1	-3	-8	3	-1	-1	16	-1	-8	-2.1
O=C(CN1CCCc2ccccc21)N1CCc2ccccc21	-10	5	.	-3	-2	3	-4	1	-3	-2.8
CSc1nc(C)cc(OCCNS(=O)(=O)c2ccc(C)cc2)n1	1	-2	-2	-4	-1	3	3	-3	12	-0.4
Cc1cccc(C)c1-n1nnnc1C1(C)CCC(=O)N1C1CCN(Cc2ccccc2)CC1 (stereo not given)	-4	-6	.	-1	1	6	-1	3	-5	-1.6
NCc1cccc(-n2cccn2)c1	3	14	-10	-1	2	-4	-2	8	-5	0.7
Cc1ccc2nc3sc(C(=O)N4CCOCC4)c(N)c3cc2c1	8	14	8	0	3	-2	-3	2	6	-11
O=C(c1ccccc1F)c1cc2c(cc1[N+](=O)[O-])OCCO2	-7	3	-5	1	-6	-5	-2	-1	-10	-0.8
COc1ccc(C(=O)NC(=S)NNC(=O)Cc2cccs2)cc1	6	8	1	3	9	14	-2	1	-12	2.7
COc1ccc(-c2csc(-c3cccnc3)n2)cc1C	-7	-1	-17	-2	-3	0	-1	0	12	0.6
COCCOc1ccc(C(F)(F)F)cc1NC(=O)CN1C(=O)NC2(CCc3ccccc32)C1=O (stereo not given)	-25	2	-7	1	4	-11	-6	-2	-2	2.2
CCc1ccc(OCC(=O)Nc2ccc3c(c2)COC3=O)cc1	-7	3	-13	2	3	4	-1	0	0	-0.4
COC(=O)c1c(NC(=O)Cc2cccs2)sc(C)c1C	-14	3	-16	1	2	1	-6	1	-2	1.2
(cont.)
SMILES	ABHD4 inh	PRMT1 FP inh	HTRA1 inhibitor	LEDGF integ inh	rCAG RNA binder	TCR-CD3 inh	SIAE primary	NR1D1 modulator	TDP2 inh	PG9 binder
CCOC(=O)c1c(-c2ccccc2)oc2ccc(OC(C)=O)cc12	-9	2	-17	-3	-6	3	-7	-4	-1	-2.5
COc1ccc(C2Nc3ccccc3C(=O)N2NS(C)(=O)=O)c(OC)c1 (stereo not given)	2	-3	3	-2	0	-1	2	-3	8	1.3
O=C(Cc1cccc(NC(=O)C2CCCN(C(=O)C3CCCCC3)C2)c1)Nc1cccc(C(=O)N2CCCC2)c1 (stereo not given)	10	2	2	-3	0	-2	-2	-1	-9	-1.3
COc1ccccc1-c1nc(C#N)c(NCc2ccc(F)cc2)o1	-4	0	-30	2	0	-7	1	-7	0	1.1
COc1ccc2oc3ccc(OC)cc3c(=O)c2c1	-1	0	-2	2	2	-11	6	4	5	0.2
CC(=O)N1CCN(S(=O)(=O)c2ccc(F)c(Cl)c2)CC1	-1	2	3	0	-2	5	-4	-4	13	0.7
CCCCn1c(N)c(N(Cc2ccccc2OC)C(=O)C(C)Oc2cccc(Cl)c2)c(=O)[nH]c1=O (stereo not given)	7	4	-3	-6	6	-3	-2	-4	-1	2.4
COCCNC(=S)N1CCc2cc(OC)c(OC)cc2C1COc1cc(C)cc(C)c1 (stereo not given)	4	0	-28	-3	5	-1	-5	-4	0	-1.6
Cc1nc2nc(COc3ccccc3)[nH]n2c(=O)c1Cc1ccccc1	-18	-5	-9	2	11	2	-8	0	-8	-0.8
COc1ccc2oc(C(=O)Nc3nc4ccc(S(C)(=O)=O)cc4s3)c(C)c2c1	-6	-1	-1	4	5	4	-20	31*	-5	-1.1
CCCCNC(=O)C[C@H]1C[C@@]2(C(=O)OC)C(=C[C@H](C3CCCC3)O[C@@H]2C)N(CCc2ccc(OC)c(OC)c2)C1=O	-5	4	.	2	3	.	-2	3	-10	.
O=C(c1cc(F)ccc1F)C1CCCN(C(=O)CSc2ccccn2)C1 (stereo not given)	-5	3	-1	-6	-7	-8	-1	2	-4	0.2
O=C(Nc1ccc(O)c2c(=O)cc(-c3ccccc3Cl)oc12)c1ccc(F)cc1	15	-1	-9	-3	1	1	1	0	15	-0.7
CCOC(=O)c1sc(NC(=O)Cc2ccc(F)cc2)nc1C	2	-7	4	5	-1	-2	6	-3	-9	-1.2
COc1cccc(CNC2CCCCCCC2)c1OC	8	3	3	-1	2	-4	8	-1	3	-0.2
COc1ccccc1-n1c(SCC(=O)Nc2cccc(C(=O)O)c2)nnc1-c1ccccc1C	-4	3	-1	-1	25	0	0	-13	0	0.5
CCOC(=O)c1oc2ccccc2c1NC(=O)c1ccccc1OC	-24	2	-56	0	7	-6	-22	-2	-16	1.9
Cc1ccc(S(=O)(=O)N2[C@@H](c3ccccc3)C(C(=O)O)=CC[C@H]2c2cccc(Cl)c2)cc1	11	0	-8	0	12	-4	0	-1	8	1.8
CN1Cc2c(N3CCOCC3)nc3sc(C(=O)c4ccc(Br)cc4)c(N)c3c2CC1(C)C	15	11	.	2	1	-4	8	-2	-28	-1.0
O=C(COc1ccc(Cl)cc1)NCc1nnc2c3ccccc3c(-c3ccccc3)nn12	4	-2	-7	-2	2	5	3	-5	-1	-0.8
